Screens deposited in PubChem by National Center for Advancing Translational Sciences (NCATS).
BAZ2B inh = qHTS Assay for Inhibitors of BAZ2B; Bromodomain adjacent to zinc finger domain protein 2B (Homo sapiens), Q9UIF8; AlphaScreen BAZ2B-H3K14Ac peptide displacement; Potency, µM (doses to about 114 µM), for inactives: at the top dose activity change, negative = inhibition, most hits filed as inhibitors; 360,000 tested, 4.4% active; note: potency is the fitted concentration of half-maximal effect; % is set by controls: 0 for no effect and ±100 for the full control effect; nearly all actives have a fitted effect of over 60% in size
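AlphaScreen luminescence quantifies BAZ2B engagement of H3K14Ac peptide; the protein and biotinylated peptide are both at 50 nM final, buffer PBS pH 7.4 with 0.01% Tween-20, all steps at room temperature.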
PI4K2A inh = qHTS for small molecular inhibitors of PI4K2A; Phosphatidylinositol 4-kinase type 2-alpha (Homo sapiens), Q9BTU6; purified PI4K2A, ADP-Glo luminescence, 1 h; stronger effect = lower value; activity change, negative = inhibition, % at 76.9 µM; 420,000 tested, 0.13% active; in the data active = activity change below about -50%; inconclusive = mostly about -30% to -49%;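 note: -100% = wells without enzyme as full effect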
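PI4K2A activity was measured by ADP-Glo luminescence: enzyme (4 ug/mL stock) and phosphatidylinositol (1.2 mM stock) in Tris pH 7.5/MgCl2/EGTA/Triton X-100 buffer were reacted with ATP (300 microM stock) for one hour at ambient temperature.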
ERG-DNA inh = qHTS for Small Molecule Inhibitors of the ERG Ets/DNA interaction; AID 624246, 2012; 370,000 tested, 0.028% active; fluorescence polarization, His-ERG Ets domain / labelled DNA; Potency, µM (titrated, usually from 76.9 µM), for inactives: top-dose FP activity, negative = inhibition, hits mostly inhibitors; active = well fitted inhibition curve with a large enough effect in the polarisation, with a control signal flat; inconclusive = small, poorly fitted or top-dose-only effect, or effect the other way, or a change in a side signal; inactive = no such curve, though single readings can be large or run the other way; the % refers to the polarisation;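 note: polarization taken with two DNA probes labelled with fluorescein and Texas red; potency is the fitted concentration of half-maximal effect; % of control where 0% means no effect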
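His-tagged ERG Ets domain (1 uM in the protein solution; 300mM KCl, 50mM Tris-HCl, 1mM EDTA, 1mM DTT, pH 7.5) received compound, then a probe mix of 5 nM fluorescein-DNA and 100nM Texas-615-DNA. Fluorescence polarization was read for both dyes.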
HP1b chromo inh = HTS for Inhibitors of HP1-beta Chromodomain Interactions with Methylated Histone Tails; Chromobox protein homolog 1 (Homo sapiens), P83916; AlphaScreen HP1-beta / biotin-H3K9me3 peptide binding; Potency, µM (highest dose often 114 µM), inactives show at the top dose activity change, negative = inhibition, most hits filed as inhibitors; 390,000 tested, 0.56% active; note: potency is the fitted concentration of half-maximal effect; nearly all actives have a fitted effect of over 70% in size; inactives centre near 23
Target sequence (P83916 whole entry, looked up): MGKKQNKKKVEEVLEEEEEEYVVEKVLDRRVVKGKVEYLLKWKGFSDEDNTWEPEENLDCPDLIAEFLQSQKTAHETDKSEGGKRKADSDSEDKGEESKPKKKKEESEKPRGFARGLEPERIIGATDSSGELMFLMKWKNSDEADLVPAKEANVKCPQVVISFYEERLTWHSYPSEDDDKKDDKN
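Compound inhibition of the preformed complex between 50 nM HP1-beta and 50 nM biotinylated H3K9me3 peptide was read by AlphaScreen. Buffer was PBS pH 7.4 with 0.01% Tween-20. Incubations ran 30 min at room temperature, with 10 ug/mL donor/acceptor beads.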
G9a block = qHTS Assay for Inhibitors of Histone Lysine Methyltransferase G9a. AID 504332, 2011. G9a H3K9 monomethylation, AlphaScreen, 2 h. Potency, µM (titrated, usually from 102 µM), for the others: top-dose activity, negative = inhibition, actives largely listed as inhibitors. 350,000 tested, 8.8% active; note: potency is the fitted concentration of half-maximal effect; % is set by controls: 0 for no effect and ±100 for the full control effect; nearly all actives have a fitted effect of over 75% in size
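Enzyme 20 nM + cpd, 15 min RT; add b-H3K9 pep 500 nM / SAM 20 uM; 2 h RT; anti-H3K9me1 Ab 0.5 ug/mL + SA donor / anti-rabbit acceptor beads 20 ug/mL each, 10 min; AlphaScreen read.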
GLS inhibitor = qHTS for Inhibitors of Glutaminase (GLS); GLS enzymatic activity, qHTS titration; Potency, µM (titrated, usually from 45.5 µM), for inactives: at the highest dose activity change, negative = inhibition, actives largely listed as inhibitors; 410,000 tested, 0.21% active; AID 624170, 2012; note: potency is the fitted concentration of half-maximal effect; % is set by controls: 0 for no effect and ±100 for the full control effect
Target sequence (O94925 whole entry, looked up): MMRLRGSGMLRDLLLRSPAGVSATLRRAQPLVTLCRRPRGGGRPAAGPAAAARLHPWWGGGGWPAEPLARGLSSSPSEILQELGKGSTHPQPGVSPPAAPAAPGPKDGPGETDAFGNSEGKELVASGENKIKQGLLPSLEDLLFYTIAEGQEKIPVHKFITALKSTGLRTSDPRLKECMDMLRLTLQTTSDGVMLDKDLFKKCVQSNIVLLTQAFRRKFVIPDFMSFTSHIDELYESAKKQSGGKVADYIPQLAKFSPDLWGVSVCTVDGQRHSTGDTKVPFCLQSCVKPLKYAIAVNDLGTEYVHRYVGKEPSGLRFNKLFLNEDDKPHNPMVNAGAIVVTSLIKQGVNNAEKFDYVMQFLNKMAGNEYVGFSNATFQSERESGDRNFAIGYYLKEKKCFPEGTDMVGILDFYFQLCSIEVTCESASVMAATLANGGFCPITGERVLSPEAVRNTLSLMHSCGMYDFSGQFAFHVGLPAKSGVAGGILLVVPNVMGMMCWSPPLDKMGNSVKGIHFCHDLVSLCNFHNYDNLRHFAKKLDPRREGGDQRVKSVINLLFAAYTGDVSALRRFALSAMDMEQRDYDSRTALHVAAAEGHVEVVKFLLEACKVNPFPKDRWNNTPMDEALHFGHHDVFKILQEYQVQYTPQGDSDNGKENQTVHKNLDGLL
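Two-point fluorescence kinetic (t0, 30 min RT) for hKGA; glutamate detected via glutamate oxidase–HRP–Amplex Red. Substrate: 1 mM L-glutamine solution; buffer 45 mM KH2PO4, pH 8.2.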
Pin1 inhibitor = qHTS Assay to Find Inhibitors of Pin1 | Peptidyl-prolyl cis-trans isomerase NIMA-interacting 1 (Homo sapiens), Q13526 | Pin1 FP peptide displacement, HiFluor488, 10 min | Potency, µM (doses to about 115 µM), without a hit: top-dose activity, negative = inhibition, hits mostly inhibitors | 390,000 tested, 0.009% active | AID 504891, 2011; active = well fitted inhibition curve with a large enough effect in the polarisation, with a control signal flat, not every such curve was filed as active; inconclusive = small, poorly fitted or top-dose-only effect, or effect the other way, or a change in a side signal; inactive = no such curve, though single readings can be large or run the other way; the % refers to the polarisation; note: potency is the fitted concentration of half-maximal effect; % is set by controls: 0 for no effect and ±100 for the full control effect
Target sequence (Q13526 whole entry, looked up): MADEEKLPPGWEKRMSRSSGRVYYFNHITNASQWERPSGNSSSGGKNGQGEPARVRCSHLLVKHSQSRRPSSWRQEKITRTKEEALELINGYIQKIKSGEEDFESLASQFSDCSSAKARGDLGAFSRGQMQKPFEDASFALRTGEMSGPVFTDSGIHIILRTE
Tb PGK inh = qHTS Assay to Find Inhibitors of Phosphoglycerate Kinase; Phosphoglycerate kinase, glycosomal (Trypanosoma brucei brucei), P07378; PGK/GAPDH coupled, Kinase-Glo luminescence, 60 min; Potency, µM (highest dose often 57.5 µM), inactives show top-dose activity change, negative = inhibition, actives largely listed as inhibitors; 380,000 tested, 0.043% active; AID 602233, 2012; note: potency is the fitted concentration of half-maximal effect; % is set by controls: 0 for no effect and ±100 for the full control effect; nearly all actives have a fitted effect of over 60% in size
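Luminescent ATP detection (Kinase-Glo Plus) follows a 60-minute room-temperature incubation, with wells lacking PGK as controls. Buffer: 100 mM TEA (pH 7.6), 5 mM MgCl2, 0.01% Tween-20. Coupling enzyme GAPDH (100 nM final) supplies unstable 1,3-BPG in-well.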
JMJD2A Tudor = qHTS Assay for Inhibitors of JMJD2A-Tudor Domain; 390,000 tested, 4.4% active; Lysine-specific demethylase 4A (Homo sapiens), O75164; AlphaScreen JMJD2A-Tudor / H3K4me3 peptide binding; Potency, µM (titrated, usually from 114 µM), for the others: at the top dose activity change, negative = inhibition, hits mostly inhibitors; AID 504339, 2011; note: potency is the fitted concentration of half-maximal effect; % is set by controls: 0 for no effect and ±100 for the full control effect; nearly all actives have a fitted effect of over 50% in size
* hit, by the source's call; i = inactive; ? = inconclusive; . = no result given; [ ] = remark or other dose. Unless noted, calls come from the whole dose curve; as a rule, active = well fitted curve in the direction sought with a large enough effect; inconclusive = small, poorly fitted or top-dose-only effect, or another doubt; inactive = no such curve, though single readings can be large; an effect the other way counts as inactive or inconclusive. Rows are unselected; overall some 11% were active at least once.

Structure	BAZ2B inh	Pin1 inhibitor	HP1b chromo inh	ERG-DNA inh	PI4K2A inh	JMJD2A Tudor	GLS inhibitor	G9a block	Tb PGK inh
Cc1nc(C)n(CC(C)C(=O)N2CCN(S(=O)(=O)c3ccccc3)CC2)n1 (stereo unspecified)	8%	4%	-13%	19%	-11	7%	-6%	12%	-1%
O=C(O)/C=C/C(=O)NCCNc1ncc(C(F)(F)F)cc1Cl	?	-1%	18%	-3%	7	-13%	7%	?	-2%
Cc1ccc(NC(=O)N2CCC(C(=O)NCCC3=CCCCC3)CC2)cc1	23%	-8%	10%	-7%	-1	-7%	13%	23%[59 µM]	2%
O=C(COc1ccc([N+](=O)[O-])cc1)Nc1ccc(NC(=O)c2ccccc2)cc1	-17%	1%	4%	2%	-3	3%	-5%	?	-2%
Cn1c(=O)oc2cc(S(=O)(=O)NCCC(=O)N3CCN(c4ccccc4)CC3)ccc21	-16%	-3%	25%	-14%	5	0%	5%	23%	-1%
O=C(NCCCn1ccnc1)C(=O)NCC(c1ccco1)N1CCN(c2ccccc2)CC1 (stereo unspecified)	56µM*	-4%	39%	23%	-4	-7%[11.4 µM]	64%[activator]	-6%	-5%
O=C(CCN1C(=O)COc2ccccc21)NCc1ccco1	5%	-13%	18%	.	1	-20%	-5%	-10%[59 µM]	-4%
Cc1ccc(N2C(=O)N(CC(=O)Nc3ccccc3C(F)(F)F)C(=O)C2C)cc1 (stereo unspecified)	9%	-4%	21%	-5%	5	-11%	0%	-5%[2.33 µM]	0%
CCOc1ccccc1NC(=O)N1c2ccccc2Sc2ccccc21	4%	-4%	30%	0%	-2	2%	5%	13%[59 µM]	-3%
CCCCn1c(N)c(N(CCOC)C(=O)c2cc(S(=O)(=O)N3CCCCC3)ccc2C)c(=O)[nH]c1=O	-3%	-5%	13%	14%	13	-1%	-3%	?	-7%
CCc1c(C)nc2cc(-c3ccc(Cl)cc3)[nH]n2c1=O	5%	-1%	36%	4%	0	-1%	-3%	.	-3%
CN(Cc1ccccc1)C(=O)c1cc2cc(F)ccc2[nH]1	-16%	-4%	51%[activator]	2%	-3	-8%	-19%	20%	i
Cc1c(C(=O)N2CCCc3ccccc32)sc2nc(-c3ccccc3)cn12	?	1%	-5%	-4%	-3	?	-1%	2%[59 µM]	-9%
CCn1c(=O)cc(OCC(=O)N2CCN(c3cccc(C)c3C)CC2)c2ccccc21	?	4%	14%	1%	-3	?	-1%	-37%[59 µM]	-7%
Cc1ccc(C)c(N2CCN(C(=O)c3cnn(C(C)(C)C)c3C3CCN(C(=O)OC(C)(C)C)CC3)CC2)c1	-10%[57.1 µM]	3%	-3%	-13%	-3	-35%	-2%	-42%[59 µM]	2%
Cc1ccc(NC(=S)NCCc2ccc(S(N)(=O)=O)cc2)c(C)c1	.	-8%	39%[activator]	-9%	6	2%	-7%	.	6%
COc1ccccc1CNC(=O)c1ccc(N2CCCC2)c(NC(=O)NCc2ccc(C)cc2)c1	-1%	8%	50%[activator]	-1%	1	0%	3%	29%[59 µM]	-1%
COc1ccccc1NC(=O)c1ccc(-c2ccccc2F)o1	0%	-2%	37%	-6%	0	18%	-4%	6%[12.7 µM]	-7%
CC(C)CCNC(=O)c1ccc(NC(=O)N2CCCCc3ccccc32)cc1	-2%	?	38%	-4%	3	7%	-3%	7%[59 µM]	-2%
Cc1ccc(S(=O)(=O)N2CC=C(C(=O)NC3CCCC3)CC2)cc1	-3%	-9%	23%	-2%	3	?	4%	?	-7%

Rewritten with values ahead of the structure: 2 of the compounds above
BAZ2B inh | Pin1 inhibitor | HP1b chromo inh | ERG-DNA inh | PI4K2A inh | JMJD2A Tudor | GLS inhibitor | G9a block | Tb PGK inh | structure
-16% | -3% | 25% | -14% | 5 | 0% | 5% | 23% | -1% | Cn1c(=O)oc2cc(S(=O)(=O)NCCC(=O)N3CCN(c4ccccc4)CC3)ccc21
56µM* | -4% | 39% | 23% | -4 | -7%[11.4 µM] | 64%[activator] | -6% | -5% | O=C(NCCCn1ccnc1)C(=O)NCC(c1ccco1)N1CCN(c2ccccc2)CC1 (stereo unspecified)

Looked up one by one from the entries so far (2):
Structure	BAZ2B inh	Pin1 inhibitor	HP1b chromo inh	ERG-DNA inh	PI4K2A inh	JMJD2A Tudor	GLS inhibitor	G9a block	Tb PGK inh
COc1ccccc1NC(=O)c1ccc(-c2ccccc2F)o1	0%	-2%	37%	-6%	0	18%	-4%	6%[12.7 µM]	-7%
CC(C)CCNC(=O)c1ccc(NC(=O)N2CCCCc3ccccc32)cc1	-2%	?	38%	-4%	3	7%	-3%	7%[59 µM]	-2%

By substructure: the compounds so far containing a CF3 group (two)
Structure	BAZ2B inh	Pin1 inhibitor	HP1b chromo inh	ERG-DNA inh	PI4K2A inh	JMJD2A Tudor	GLS inhibitor	G9a block	Tb PGK inh
O=C(O)/C=C/C(=O)NCCNc1ncc(C(F)(F)F)cc1Cl	?	-1%	18%	-3%	7	-13%	7%	?	-2%
Cc1ccc(N2C(=O)N(CC(=O)Nc3ccccc3C(F)(F)F)C(=O)C2C)cc1 (stereo unspecified)	9%	-4%	21%	-5%	5	-11%	0%	-5%[2.33 µM]	0%

More entries follow.
Structure	BAZ2B inh	Pin1 inhibitor	HP1b chromo inh	ERG-DNA inh	PI4K2A inh	JMJD2A Tudor	GLS inhibitor	G9a block	Tb PGK inh
C=C(C)c1cccc(C(C)(C)NC(=O)N2CCCC(C(N)=O)C2)c1 (stereo unspecified)	11%	-1%	10%	4%	-1	-8%	5%	-3%[59 µM]	-8%
Cc1ccc(S(=O)(=O)N2[C@@H](c3cccc(Cl)c3)C(C(=O)O)=CC[C@H]2c2cccc(C)c2)cc1	8%	?	12%	-6%	-2	-25%	34%[activator]	13%[2.33 µM]	-7%
COc1ccc(C2CC(c3cccs3)=NN2C(=O)c2ccc(Br)o2)cc1 (stereo unspecified)	2%	29%	26%	-2%	0	-4%	-1%	2%[59 µM]	-9%
C=CCc1ccc(OCCN2CCc3ccccc3C2)c(OC)c1	50µM*	-6%	?	11%	-4	?	2%	10µM*	i
Cc1cc(NC(=O)C2CC2)ncc1NC(=O)C12CC3CC(CC(C3)C1)C2	14%	-2%	32%	-1%	0	4%	5%	-4%	2%
C/C(CC(=O)Nc1cc(C)cc(C)c1)=N\NC(=O)c1ccccn1	-38%	12%	41%	8%	-4	-8%	2%	14%	-5%
COc1ccc(NC(=O)COc2ccccc2Cc2ccccc2)cn1	21%	?	63%	?	1	30%	-1%	-6%[59 µM]	-4%
Cc1nc(-c2ccccc2)sc1-c1nc(-c2ccccc2)ncc1S(=O)(=O)c1ccccc1	-1%	2%	56%[activator]	-1%	1	9%	6%	-35%	7%
COc1ccc(C(=O)Cn2cnc3ccccc3c2=O)cc1OC	-11%	-1%	27%	11%	3	-5%	3%	-2%	i
CN(CCn1ccnc1)Cc1cn(Cc2ccccc2)nc1-c1ccc2c(c1)OCO2	?	-5%	20%	-6%	0	-29%	0%	10%[59 µM]	-4%
COC(=O)c1ccc(CSc2nc(C(F)(F)F)c3c(c2C#N)CCC3)o1	0%	-10%	81%[activator]	-4%	13	21%	24%	21%[0.0925 µM]	1%
CCOC(=O)C(=Cc1cc(=O)c(OC)co1)C(=O)OCC	-3%	2%	?	-4%	5	5%	-18%	10µM*	-2%
Cc1ccc(S(=O)(=O)Nc2cc(S(=O)(=O)N3CCCCC3)ccc2N2CCOCC2)cc1	-11%	3%	29%	5%	3	-5%	-5%	?	-10%
COc1ccc(NCc2nnc(SCc3ccccc3)n2-c2ccc(OC)cc2)cc1	50µM*	-10%	-51%	-8%	-1	50µM*	-8%	50µM*	-1%
CCC(C)(C)NC(=O)c1ccc(S(=O)(=O)N2CCCCCC2)cc1	3%	-7%	1%	-8%	5	-21%	-12%	1%	-1%
O=c1oc2ccccc2c(NCc2ccccc2)c1[N+](=O)[O-]	-3%	0%	36%	-3%	5	-1%	1%	?	-3%
CCN1CCN(C(=O)/C=C/c2ccc(C)cc2)CC1	-2%	-10%	30%	6%	-5	-11%	5%	.	-4%
O=C(Nc1cccc(S(=O)(=O)N2CCCCCC2)c1)c1ccc(=O)[nH]c1	-1%	-3%	33%	-2%	-3	-10%	-1%	18%[12.7 µM]	i
O=C(c1ccc(F)cc1)C1CCN(C(=O)Nc2ccc(F)cc2)CC1	12%[57.1 µM]	-1%	-2%	1%	4	?	-10%	-10%[12.7 µM]	i
O=C(NCCCN1CCOCC1)c1ccc(Sc2cccc(Cl)c2)c([N+](=O)[O-])c1	?	5%	-23%	.	-3	?	2%	?	-11%
C=CCSc1nc2c(c(=O)n(C)c(=O)n2C)n1CC	3%	0%	32%	-12%	-3	1%	-6%	25%[59 µM]	i
